Screening data (PubChem)
Kir21 inh: inhibitors of mouse Kir2.1 inward-rectifier potassium channel | P35561 | HEK293-Kir2.1, FluxOR thallium flux fluorescence; active compounds read low | B-score at 10 µM | 0.85% of 310,000 active | AID 1672;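 active = fluorescence ratio B-score at or below minus 3 SD of library scores, with starting-brightness B-score within 2 SD, cut at about -4.2 in these data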;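 also: channel flux triggered by added potassium and thallium sulfate stimulus; B-score of peak minus minimum fluorescence over baseline after thallium stimulus; more negative B-score means stronger Kir2.1 block with less thallium influx; some compounds called inactive have numbers as strong as hits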
Target sequence (P35561 whole entry, looked up): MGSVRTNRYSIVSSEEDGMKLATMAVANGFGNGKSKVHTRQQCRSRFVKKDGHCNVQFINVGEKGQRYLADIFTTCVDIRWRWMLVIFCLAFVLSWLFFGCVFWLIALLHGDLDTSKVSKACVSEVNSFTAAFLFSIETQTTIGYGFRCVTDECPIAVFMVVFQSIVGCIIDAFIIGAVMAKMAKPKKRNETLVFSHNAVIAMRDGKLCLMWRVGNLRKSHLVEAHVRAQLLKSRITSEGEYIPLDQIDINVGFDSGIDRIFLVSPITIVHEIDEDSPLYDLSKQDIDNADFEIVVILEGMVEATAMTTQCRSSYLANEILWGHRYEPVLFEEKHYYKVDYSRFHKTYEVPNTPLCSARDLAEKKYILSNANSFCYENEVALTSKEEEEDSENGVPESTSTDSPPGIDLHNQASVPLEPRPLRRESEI
CHT inh: human CHT choline transport inhibition. Q9GZV3. CHT-expressing cells, membrane potential dye, choline response; active compounds read low. B-score at 10 µM. 0.86% of 310,000 active. AID 488975;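 active = B-score over 3 SD under the library average, and starting fluorescence ratio not unusually high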;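 also: choline stimulus applied at its EC90 after an EC20 pre-addition; B-score computed on integrated fluorescence ratio after choline addition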
Target sequence (Q9GZV3 whole entry, looked up): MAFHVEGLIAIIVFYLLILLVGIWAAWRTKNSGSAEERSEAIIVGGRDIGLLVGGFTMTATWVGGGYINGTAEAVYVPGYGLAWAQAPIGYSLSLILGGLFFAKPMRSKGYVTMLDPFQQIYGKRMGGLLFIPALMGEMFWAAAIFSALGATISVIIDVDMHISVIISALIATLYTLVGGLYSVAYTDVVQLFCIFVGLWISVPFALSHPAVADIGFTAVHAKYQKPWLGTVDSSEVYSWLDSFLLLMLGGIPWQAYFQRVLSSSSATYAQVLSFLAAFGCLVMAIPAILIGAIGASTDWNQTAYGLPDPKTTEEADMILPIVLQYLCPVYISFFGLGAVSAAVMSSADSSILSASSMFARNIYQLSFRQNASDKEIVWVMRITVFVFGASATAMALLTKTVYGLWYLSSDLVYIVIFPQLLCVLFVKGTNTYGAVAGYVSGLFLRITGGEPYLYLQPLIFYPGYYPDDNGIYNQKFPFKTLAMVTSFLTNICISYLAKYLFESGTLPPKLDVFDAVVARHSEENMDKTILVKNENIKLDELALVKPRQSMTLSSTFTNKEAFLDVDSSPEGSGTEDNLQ
Numbers without * were called inactive; i = inactive; . = no result given.

Kir21 inh	CHT inh	mol
0.78	i	COc1ccc(N(CC(O)CN2CCOCC2)S(=O)(=O)c2ccc(C)cc2)cc1 (stereo unspecified)
-0.2	i	O=C1C2C3C=CC(C3)C2C(=O)N1CC1CCCO1 (stereo unspecified)
0.14	i	COc1ccc(CC(=O)Nc2ccc(NC(=O)c3ccc(Br)cc3)cc2)cc1OC
-0.07	i	O=C(Nc1cccc([N+](=O)[O-])c1)NC1CCS(=O)(=O)C1 (stereo unspecified)
0	i	O=S(=O)(c1ccc(NC(=S)NCCC(c2ccccc2)c2ccccc2)cc1)N1CCOCC1
0.48	i	O=C(Cc1csc(NC(=O)Nc2cccc(Cl)c2)n1)NCc1cccnc1
1.09	i	COc1ccc(C(=O)N2CCOC2CNC(=O)C(=O)NCc2ccc(Cl)cc2)cc1 (stereo unspecified)
-2.06	i	CCOc1ccc(CC(=O)C2=C(N3CCOCC3)CC(C)(C)CC2=O)cc1OCC
-1.61	i	COC(=O)CCCCCCCCCCN1CCCCC1
1.03	i	O=C1CC(NS(=O)(=O)c2cccnc2)CN1c1ccc(F)cc1 (stereo unspecified)
-0.44	i	COc1cc(NC(=O)CN2c3cccc4cccc(c34)S2(=O)=O)cc(OC)c1OC
0	i	O=c1oc2ccc(Cl)cc2cc1-c1nnc(Nc2cccc(C(F)(F)F)c2)s1
0.4	i	COCCN(C(=O)c1cc(OC)c(OC)c(OC)c1)c1c(N)n(Cc2ccccc2)c(=O)[nH]c1=O
-2.41	i	O=S(=O)(Cc1ccccc1)NCC1CCCN(Cc2cccc3nonc23)C1 (stereo unspecified)
-0.65	i	CNC[C@@H](C)NC[C@@H](Cc1ccccc1)NCCc1ccccc1
-0.31	i	N#CC(Sc1ccccn1)c1ccc(Cl)cc1 (stereo unspecified)
1.4	.	O=C(N/N=C/c1ccc[nH]1)c1c[nH]c2ccccc12
-0.02	i	Cn1c(N)c(Br)c(-c2ccc(F)cc2)c(C#N)c1=O
0.08	i	O=C(O)C1CC1C(=O)Nc1nc2c(Cl)cccc2s1 (stereo unspecified)
.	i	NCCC(=O)NCCc1cnc[nH]1
0.51	i	C/C(=C(\C#N)C(=O)NCCCN1CCOCC1)N(C)C
0.08	i	COc1ccc(C(=O)C2CCCN(Cc3ccc(C#CCCO)cc3)C2)cc1F (stereo unspecified)
-1.13	i	COCCN(Cc1cccs1)S(=O)(=O)c1csc(C(N)=O)c1
0.29	i	COc1ccc2[nH]c(C)c(C(=O)CN3CC(C)OC(C)C3)c2c1 (stereo unspecified)
1.43	i	C=C[C@]1(C)C=C2CCC3[C@](C)(CCC[C@@]3(C)C(=O)O)C2CC1 (stereo partly specified)
1.34	i	COc1ccc(C(C)C)cc1S(=O)(=O)N1CCC(C(=O)NCc2cccnc2)CC1
-0.98	i	CCOc1cc(NC(=S)NCCCN2CCOCC2)c(OCC)cc1NC(=O)c1ccc(OC)cc1
0.54	i	CN(C)C(=O)c1cc(Br)ccc1Cl
0.21	i	Cc1ccc(/C=C/C(=O)O)cc1S(=O)(=O)NC1CCS(=O)(=O)C1 (stereo unspecified)
1.08	i	COc1cccc(CNC(=O)c2ccccc2N)c1
-0.01	i	CC1CCCN(S(=O)(=O)c2cccc(-c3cn4cccnc4n3)c2)C1 (stereo unspecified)
-0.01	i	COc1ccc(/C=C2\C(=O)NC(=S)N2C(=O)c2ccc(C)cc2)cc1
0.82	i	Cc1nc(Sc2cccn2C)c(C(F)(F)F)c(=O)[nH]1
0.07	i	Cc1ccc(N/C=C2\C(=O)N(c3ccc(F)cc3F)C(c3cccnc3)S2(=O)=O)cc1 (stereo unspecified)
-2.31	i	COC(=O)c1ccc(COC(=O)CNC(=O)CNC(=O)c2ccc(OC)cc2)cc1
-0.85	i	CCCCCN(C(=O)CCC(=O)OCC(=O)Nc1cccc(SC)c1)c1c(N)n(CCCC)c(=O)[nH]c1=O
0.68	i	O=C(C1CCN(S(=O)(=O)c2cnc[nH]2)CC1)N1CCc2ccccc2C1
-0.12	i	CN(C)C=NC1=NN(c2cccc(C(F)(F)F)c2)CC1
-0.61	i	Cc1cc2ccccc2c(=O)[nH]1
0.29	i	O=c1oc(-c2ccco2)nc2ccccc12
-0.04	i	COc1ccc(Cl)cc1NC(=S)NCCSc1ccc(C)cc1
1.4	i	COc1ccccc1NC(=O)C(C(C)C)N1C(=O)c2ccccc2C1=O (stereo unspecified)
1.18	i	COc1ccc(-c2cc(C(F)(F)F)nc(SCC(=O)N(C)Cc3cnn(C)c3C)n2)cc1OC
-2.88	i	CCOc1ccc(CCNC(=O)COC(=O)c2ccc(OC(C)C)cc2)cc1OCC
0.63	i	CC1CCCCN1S(=O)(=O)c1ccc(C(=O)Nc2nnc(-c3ccccn3)o2)cc1 (stereo unspecified)
-0.06	i	CCOC(=O)c1cnc(-n2nc(C)cc2C)nc1NC1CCCC1
0.28	i	COc1ccc(N2CCN(CC(O)COc3ccccc3[N+](=O)[O-])CC2)cc1 (stereo unspecified)
-0.68	i	CCOC(=O)c1[nH]c2c(c1-c1ccccc1)C(=O)CC(c1ccc(OCC)cc1)C2 (stereo unspecified)
0.36	i	Cn1c(=O)n(C)c2cc(S(=O)(=O)NCCOCCO)ccc21
0.34	i	O=C(Nc1nc(-c2ccc3ccccc3c2)cs1)C1CCN(S(=O)(=O)c2cccs2)CC1

2 entries drawn at random from those above, as already listed:
Kir21 inh	CHT inh	mol
0.78	i	COc1ccc(N(CC(O)CN2CCOCC2)S(=O)(=O)c2ccc(C)cc2)cc1 (stereo unspecified)
-0.85	i	CCCCCN(C(=O)CCC(=O)OCC(=O)Nc1cccc(SC)c1)c1c(N)n(CCCC)c(=O)[nH]c1=O

2 of the compounds above, as comma-separated lines:
SMILES,Kir21 inh,CHT inh
C/C(=C(\C#N)C(=O)NCCCN1CCOCC1)N(C)C,0.51,i
COc1ccc(C(=O)C2CCCN(Cc3ccc(C#CCCO)cc3)C2)cc1F (stereo unspecified),0.08,i

Additional records.
Kir21 inh	CHT inh	mol
0.12	i	COc1ccccc1C(=O)NC(=O)COC(=O)c1cnc(C)cn1
-0.99	i	O=C(COc1ncnc2cc(Cl)ccc12)c1ccccc1
-0.28	i	CCCCNC(=O)c1cc2c(C)cc(C)cc2[nH]1
2.56	i	COc1ccc(-c2cccc(NC(=O)c3ccco3)c2)nn1
-0.72	i	CCN(C(=O)COc1ccccc1[N+](=O)[O-])C1CCS(=O)(=O)C1 (stereo unspecified)
-1.27	i	COc1ccc(CCN2CC(C(=O)N3CCC(OC)CC3)CCC2=O)cc1 (stereo unspecified)
-0.36	i	c1ccc(-c2n[nH]c3c2CCC3)cc1
-0.52	i	CN(c1ccc(C(=O)NCc2ccc3c(c2)OCO3)cc1)S(=O)(=O)c1ccccc1
0.06	i	COc1cc(/C=C/C(=O)NC2CCCCC2)cc(OC)c1OC
-0.05	i	CCCCOc1ccc(S(=O)(=O)NC(=O)NCc2ccc(OCCC)cc2)cc1
-0.01	i	COc1ccc(S(=O)(=O)Nc2cc(S(=O)(=O)c3ccccc3)c(O)cc2C)cc1
1.79	i	CCCCCN(C(=O)CCC(=O)OCC(=O)c1c(C)cc(C)cc1C)c1c(N)n(CCCC)c(=O)[nH]c1=O
-0.02	i	COc1ccc(CNC(=O)COC(=O)Cc2ccc(Cl)cc2Cl)cc1
-0.05	i	CCCC(c1nnnn1CS(=O)(=O)c1ccc(C)cc1)N1CCN(c2ccccc2)CC1 (stereo unspecified)
-0.31	i	O=C(COC(=O)c1ccc(F)cc1)Nc1nc2ccc([N+](=O)[O-])cc2s1
2.52	i	CCNc1nc(SC(C)C(=O)Nc2ccccc2)nc(N(C)C)n1 (stereo unspecified)
0.61	i	Cc1cccc(-n2ncc3c2CCCC3NC(=O)CCc2cccnc2)c1C (stereo unspecified)
1.29	i	CC(C)=CC(=O)OCC(=O)Nc1cccc([N+](=O)[O-])c1
0.56	i	Cc1c(C(=O)CN2CCN(c3ccccc3)CC2)c2ccccc2n1C
-1.35	i	CC1CCCCC1NC1=NCCCS1 (stereo unspecified)
0.39	i	Cc1ccc(C(=O)NCCSc2ccc(Cl)cc2)cc1S(=O)(=O)Nc1ccccc1
0.06	i	CCOC(=O)c1nn(-c2cccc(C)c2)c2nnc(Cc3ccc(C)cc3)c(=O)n12
-0.95	i	CCOC(=O)Cc1csc(NC(=O)c2ccc(Br)o2)n1
0.02	i	Cc1cc(=O)[nH]c(N/N=C/c2c(C)nn(-c3ccc(F)cc3)c2Cl)n1
-0.35	i	CCOC(=O)C(C)Sc1ncc(OC)c(=O)[nH]1 (stereo unspecified)

One compound at a time, as listed above. Values in the order: Kir21 inh	CHT inh
COc1ccc(S(=O)(=O)Nc2cc(S(=O)(=O)c3ccccc3)c(O)cc2C)cc1 in the list: -0.01	i
COc1ccc(CNC(=O)COC(=O)Cc2ccc(Cl)cc2Cl)cc1 in the list: -0.02	i
COc1ccc(CCN2CC(C(=O)N3CCC(OC)CC3)CCC2=O)cc1 (stereo unspecified) in the list: -1.27	i
CCOC(=O)C(C)Sc1ncc(OC)c(=O)[nH]1 (stereo unspecified) in the list: -0.35	i
CCN(C(=O)COc1ccccc1[N+](=O)[O-])C1CCS(=O)(=O)C1 (stereo unspecified) in the list: -0.72	i

Further structures:
Kir21 inh	CHT inh	mol
0.3	.	O=C(Nc1ccccc1C(=O)O)c1ncn[nH]1
-0.11	i	Cc1cc2ncc(C(N)=O)cn2n1
-0.38	i	CCN1CCCC1CNC(=O)c1c(O)c2c([nH]c1=O)CCCC2 (stereo unspecified)
-0.09	i	Cc1nn(-c2ccccc2)c(NC(=O)c2cccs2)c(-c2ccccc2)c1=O
-1.6	i	CCN1C(=O)[C@@H]2[C@H](C1=O)[C@@H]1C(=O)Nc3ccccc3C(=O)N1[C@@H]2c1ccc(OC)cc1
-0.09	i	COc1ccc(-n2nc(C(=O)NCC(=O)N3CCOCC3)c3ccccc3c2=O)c(OC)c1
-1.59	i	CCCNC(=O)c1ccccc1NC(=O)COc1cccc2c1OC(C)(C)C2
0.32	-6.15*	C/C(=N\Nc1nc2ccccc2[nH]1)c1cccs1
0.18	i	CC1(C)CC(=O)C(C=NCCCN2CCOCC2)=C(O)C1
1.31	i	CCCCn1nc2cc(C(=O)NCc3cc(C(F)(F)F)cc(C(F)(F)F)c3)ccc2c1OC
-1.76	i	O=C1CC(c2ccccc2)CC(=NCCO)/C1=C(\O)CCCN1C(=O)c2ccccc2C1=O (stereo unspecified)
0.83	i	Cc1cc(C)c2c(c1)c(C)cc1nnc(SCC(=O)c3cccs3)n12
0.09	i	Cc1ccccc1NC(=O)CC1SC(=NC2CCCCC2)NC1=O (stereo unspecified)
0.05	i	O=C(O)C1CCCCC1C(=O)Nc1nc(-c2ccc(Cl)s2)cs1 (stereo unspecified)
-1.6	i	CSc1cccc(NC(=O)C(=O)NCc2ccccc2)c1
-3.2	i	CCn1c(SCC(=O)c2ccc(C)cc2)nnc1-c1ccoc1C
0.37	i	O=C(/C=C/c1ccco1)Nc1ccc2c(c1)OCCO2
-1.99	i	COc1cccc(C2(CSc3nnc(-c4cc(OC)c(OC)c(OC)c4)o3)OCCO2)c1
0.01	i	Cc1cc(C)c(S(=O)(=O)N2CCN(C(=O)N3CCCCC3)CC2)c(C)c1
-0.36	i	O=C1OCC(CO)(CO)N=C1NNc1cc(Cl)ccc1Cl
-0.55	i	COc1cccc(NC(=S)N(CCN(C)C)C(C)c2ccncc2)c1 (stereo unspecified)
0.9	i	CCOC(=O)N1CCN(c2ncnc3scc(-c4ccc(Cl)cc4)c23)CC1
-0.31	i	CC(=O)CC(C)(C)Nc1nc2cc([N+](=O)[O-])ccc2o1
-0.1	i	Fc1ccc(-c2nnc(-c3ccc(F)cc3)o2)cc1
0.23	i	Cc1nc(NS(=O)(=O)c2ccc(Cl)s2)c2c3c(sc2n1)CCCC3
-0.47	i	Cc1cccc(-n2ncc3c2CCCC3NC(=O)Cn2cccn2)c1C (stereo unspecified)
0.05	i	COC(=O)COc1ccc(C(=O)Cn2c(NCCCO)nc3ccccc32)cc1
-1.03	i	O=C(Nc1ccccn1)c1cccc(S(=O)(=O)N2CCCCC2)c1
-0.3	i	O=C(C1CCCCC1)N1CCN=C1SCc1cccc([N+](=O)[O-])c1
-0.1	i	COc1cccc(CN(C)C(=O)c2ccc(NS(=O)(=O)c3ccc(F)cc3)cc2)c1OC
0.03	i	Clc1ccc2nc(CN3CCCCCC3)cn2c1
0.01	i	CC1=C(C(=O)Nc2ccccc2)C(c2ccc(C)cc2)N=C(Nc2nc3ccccc3o2)N1 (stereo unspecified)
-1.85	i	c1ccc(C(c2c[nH]c3ccccc23)c2c[nH]c3ccccc23)nc1
-0.02	i	CC(Nc1nc(-c2ccncc2)nc2ccccc12)c1ccccc1 (stereo unspecified)
-0.02	i	CC1(C)N=C(SCC(=O)Nc2ccc(Cl)cc2)C(c2ccc(Cl)cc2)=N1
-0.24	i	Cc1cc(NS(=O)(=O)c2ccc(CC(C)C)cc2)no1
-0.52	i	CN(CCOc1ccccc1)C(=O)c1cc([N+](=O)[O-])cc([N+](=O)[O-])c1
1.64	i	C(=N\c1nc2ccccc2n1Cc1ccccc1)/c1cccs1
0.53	i	COc1ccc(-n2c(C)cc(C(=O)Cn3c(NCCO)nc4ccccc43)c2C)cc1
0.41	i	c1ccc(N2CCN(Cc3cn4ccccc4n3)CC2)cc1
0.5	i	COc1ccc(N2CCN(C3CCCN(C(=O)CN4CCCC4=O)C3)CC2)cc1 (stereo unspecified)
0.36	i	N#Cc1ccc(C23CC4(C2)[C@H](CN(P(=O)(c2ccccc2)c2ccccc2)[C@@H]4c2ccccc2)C3c2ccc(Cl)nc2)cc1 (stereo partly specified)
